Bioassay records: PubChem, National Center for Advancing Translational Sciences (NCATS)
PLK1 PBD block = inhibitors of human PLK1 polo-box domain binding; P53350; Plk1 PBD binding of FITC phosphopeptide, fluorescence polarization; Potency, µM, for inactives: max response, negative = inhibition, most hits filed as inhibitors; 360,000 compounds, 2.8% hits; note: potency is the fitted concentration of half-maximal effect; series mostly up to about 57 µM; % is set by controls: 0 for no effect and ±100 for the full control effect; nearly all actives have a fitted effect of over 65% in size
PI5P4Ka inh = inhibitors of human PI5P4K alpha | AID 652105 | PI5P4Kalpha enzyme, ADP-Glo luminescence, 60 min; active compounds read low | max response, % | 330,000 compounds, 1.2% hits; active = max response of -50% or lower; inconclusive = between -30% and -50%; inactive = -30% or higher; note: value at the top dose of about 77 µM; % is set by controls: 0 for no effect and ±100 for the full control effect
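ADP-Glo luminescence end-point after a 60 min room-temperature kinase reaction. PI5P4Kalpha and substrate in HEPES pH 7.4 buffer with EGTA, 0.1% CHAPS and 5% DMSO; ATP at 5 microM final.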
EPAC1 antag = EPAC1 (human) antagonism; O95398; 360,000 compounds, 0.14% hits; Potency, µM (doses to about 115 µM), without a hit: at the top dose activity change, negative = inhibition, usual class: inhibitors; EPAC1 GEF assay, Rap1b-BODIPY-GDP exchange fluorescence;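 note: potency is the fitted concentration of half-maximal effect; plate controls were vehicle for no effect and positive control for full effect; nearly all actives have a fitted effect of over 50% in size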
Target sequence (O95398 whole entry, looked up): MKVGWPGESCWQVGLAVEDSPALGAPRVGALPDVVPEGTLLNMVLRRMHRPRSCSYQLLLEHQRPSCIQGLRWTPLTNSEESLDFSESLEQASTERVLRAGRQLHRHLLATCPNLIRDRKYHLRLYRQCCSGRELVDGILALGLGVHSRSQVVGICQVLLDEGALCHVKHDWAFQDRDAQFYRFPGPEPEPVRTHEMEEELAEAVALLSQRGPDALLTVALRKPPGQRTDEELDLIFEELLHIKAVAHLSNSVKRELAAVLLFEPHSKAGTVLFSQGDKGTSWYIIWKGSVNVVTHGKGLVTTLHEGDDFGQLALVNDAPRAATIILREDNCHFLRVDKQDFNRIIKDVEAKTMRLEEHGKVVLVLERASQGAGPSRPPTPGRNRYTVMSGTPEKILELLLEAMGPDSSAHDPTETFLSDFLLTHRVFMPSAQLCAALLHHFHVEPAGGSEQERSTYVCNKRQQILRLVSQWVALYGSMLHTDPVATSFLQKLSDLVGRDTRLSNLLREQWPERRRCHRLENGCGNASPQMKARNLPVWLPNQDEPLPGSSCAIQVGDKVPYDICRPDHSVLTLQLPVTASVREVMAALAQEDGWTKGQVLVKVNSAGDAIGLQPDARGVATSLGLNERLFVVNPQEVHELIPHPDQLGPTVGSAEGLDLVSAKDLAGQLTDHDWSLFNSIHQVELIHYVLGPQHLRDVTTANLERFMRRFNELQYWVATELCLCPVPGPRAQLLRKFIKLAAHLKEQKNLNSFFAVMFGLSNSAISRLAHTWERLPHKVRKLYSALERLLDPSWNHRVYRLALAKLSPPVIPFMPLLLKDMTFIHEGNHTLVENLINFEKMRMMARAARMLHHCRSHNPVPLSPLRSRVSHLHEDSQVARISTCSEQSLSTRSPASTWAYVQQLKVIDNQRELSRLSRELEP
WRN helicase inh = blocks human WRN helicase; WRN helicase unwinding, fluorescent forked duplex, kinetic; 360,000 compounds, 0.46% hits; Potency, µM (top dose mostly 114 µM), without a hit: top-dose activity change, negative = inhibition, usual class: inhibitors; Q14191; note: potency is the fitted concentration of half-maximal effect; % is set by controls: 0 for no effect and ±100 for the full control effect; nearly all actives have a fitted effect of over 55% in size
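WRN at 20 nM final preincubated with compound 15 min at room temperature; reaction started with 100 nM fluorophore/quencher forked duplex oligonucleotide and 2 mM ATP final. Unwinding followed kinetically by red fluorescence (ex 525, em 598 nm).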
IL-2 act = activators of IL-2 | IL-2 activation reporter assay, cell-based qHTS; stimulated with anti-CD3/CD4/CD28 beads; in transgenic mouse T cells | activation, % (series mostly up to about 46 µM) | 360,000 compounds, 0.065% hits | AID 652025; in the data active = activation above about 50%; inconclusive = mostly about 30% to 49%; note: 0% is about no effect
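Unstimulated transgenic mouse T cells; 60-min compound exposure; bead-based TCR/CD4/CD28 stimulation; 18 h culture, 37 degrees C; dual fluorescence (EGFP, DsRed) plate cytometry.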
Abeta rescue = compounds reversing amyloid beta toxicity in yeast; yeast expressing A-beta42, growth rescue, OD600, 48 h; response scale: 0% DMSO, 100% iron-clioquinol control; Potency, µM (highest dose often 46.1 µM), for the others: at the top dose growth rescue, hits mostly activators; 410,000 compounds, 0.063% hits; note: potency is the fitted concentration of half-maximal effect; nearly all actives have a fitted effect of over 55% in size
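Yeast A-beta toxicity model in growth medium with pinned compounds, 48 h at 30 C; growth read as absorbance at 600 nm. Normalized to FeCl3/clioquinol equimolar mix (positive) and DMSO (negative).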
EPAC1 agonist = activates human EPAC1 exchange factor | O95398 | EPAC1 agonist qHTS, biochemical assay; response scale: 100% = response to 6.5 mM cAMP | Potency, µM (highest dose often 154 µM), inactives show at the top dose activation, hits mostly activators | 360,000 compounds, 0.073% hits; note: potency is the fitted concentration of half-maximal effect; nearly all actives have a fitted effect of over 60% in size
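Read-out is the fluorescence drop as BODIPY-GDP leaves Rap1B (480 nm excitation, 540 nm emission), recorded every 5 minutes over 30 minutes. Reactions held 100 nM EPAC1, 250 nM Rap1B–BODIPY-GDP and 50 uM GDP, with 6.5 mM cAMP setting full activation.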
FUS suppressor = rescues growth of FUS-expressing yeast; S. cerevisiae FUS-expressing, growth rescue, OD600, 24 h; 390,000 compounds, 0.24% hits; Potency, µM (highest dose often 76.6 µM), for inactives: at the highest dose growth rescue (activation), hits mostly activators; AID 1347120;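 note: potency is the fitted concentration of half-maximal effect; plate controls were DMSO vehicle for no effect and reference control for full effect; nearly all actives have a fitted effect of over 55% in size; some results filed as inactive show a strong effect at the top dose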
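Yeast expressing FUS under galactose induction, OD 0.005 in 2% galactose medium; compounds in a dilution series, 24 h at 30C. Growth rescue by absorbance at 600 nm; CP55940 positive control, DMSO negative.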
The depositor's hits bear a star; ? = inconclusive; . = no result given; & = joins results of further samples; [ ] = dose if it differs, or a comment. Unless noted, calls come from the whole dose curve; as a rule, active = well fitted curve in the direction sought with a large enough effect; inconclusive = small, poorly fitted or top-dose-only effect, or another doubt; inactive = no such curve, though single readings can be large; an effect the other way counts as inactive or inconclusive.

SMILES	PLK1 PBD block	PI5P4Ka inh	EPAC1 antag	WRN helicase inh	IL-2 act	Abeta rescue	EPAC1 agonist	FUS suppressor
Cc1ccc2nc(-c3cccc(Br)c3)cc(C(=O)NC3CC3)c2c1	-0.6%	-4.9	-10.8%	-3.0%	-0.2	-5.8%	2.9%	11.1%
Cc1nc2ccc(NC(=O)Cc3ccc4c(c3)OCCO4)cc2s1	-8.3%	3.3	-19.4%	-2.3%	1.9	-77.7%[inhibitor]	10.4%	.
CNC(=S)Nc1ccc(Br)cc1	-5.8%	2.4	6.1%	-4.4%	3.9	1.9%	-2.0%	0.7%
CN(C(=O)/C=C/c1ccccc1)C1CCS(=O)(=O)C1 (centres undefined)	-8.2%	8.6	9.8%	-23.1%	-3.5	0.0%	3.1%	.
Cc1nc(N(C)C2CCCCC2)c2nnn(Cc3ccc(F)cc3)c2n1	3.7%	14.8	9.4%	8.6%	-3.1	11.6%	9.5%	-11.8%
CC(C)C[C@H](NC(=O)CCCn1nnc2ccccc2c1=O)C(=O)O	-1.8%	-1.0	3.2%	7.4%	-2.8	3.4%	4.6%	-18.9%
COc1ccc(OC)c(NC(=O)CN(C)S(=O)(=O)c2ccc(Cl)cc2)c1	5.3%	1.9	-14.5%	2.4%	1.3	1.3%	10.4%	-9.3%
O=C(Cn1cc(C(F)(F)F)ccc1=O)N/N=C/c1ccc(Cl)cc1	6.7%	8.1	5.0%	-8.9%	-2.3	-12.6%	-14.4%	-3.3%
C[C@H](CO)N1C[C@H](C)[C@@H](CN(C)C(=O)C2CC2)OCc2cnnn2CCCC1=O	-12.7%	-0.3	6.6%	-5.0%	2.1	6.0%	-0.2%	-31.6%
O=C(Nc1nnc(S(=O)(=O)Nc2ccccc2)s1)C1CCCCC1	-8.2%	-0.4	-3.9%	-2.1%	-0.3	-11.8%&8.8%	7.9%	-19.4%&-1.6%
CCOc1ccc(S(=O)(=O)N2CCOCC2)cc1NC(=O)c1ccc(N2CCCC2=O)cc1	-5.4%	-18.1	8.0%	1.1%	-3.0	14.2%	13.1%	25.1%
CCCC1OC2CC3C4CCC5=CC(=O)C=CC5(C)C4C(O)CC3(C)C2(C(=O)O)O1 (centres undefined)	0.4%	0.9	-15.4%	4.3%	0.7	1.8%	6.8%	0.2%
CC(CC(=O)N1CCN(c2ccccc2F)CC1)c1ccccc1 (centres undefined)	2.5%	1.8	-12.6%	-6.4%	-1.0	-12.6%	6.0%	-4.4%
O=C1OC(c2ccc(Cl)cc2)=N/C1=C\c1cccnc1	-19.5%	5.7	-2.6%	5.1%	0.1	15.1%	6.2%	5.5%
CC(C)Sc1cc(Cl)nc(NC(=O)Nc2ccccc2)n1	-11.7%	9.0	-21.8%	7.2%[57.1 µM]	0.4	-11.1%	-6.0%	25.2%
O=C(Nc1ccccc1)Nc1ccno1	-4.1%	4.7	15.6%	-16.6%	0.1	-1.5%	7.0%	-34.5%
O=C(Nc1ccccc1C(=O)NCC1CCCO1)c1ccc(Cl)cc1Cl (centres undefined)	-3.1%	.	14.2%	-1.6%	-0.4	2.0%	5.0%	18.2%
COc1ccc(C(=O)N2CCC(C(=O)Nc3ccc(C)cc3)CC2)cc1	3.36µM*	-67.6*	-14.8%	1.3%	-0.7	0.0%	-8.0%	-2.3%
COCCSc1nnc(NC(=O)c2ccc(NC(C)=O)cc2)s1	-0.7%	-0.5	14.8%	2.5%	-0.3	2.9%	1.7%	13.7%
CC(C)NC(=O)Nc1nnc([C@@H]2C[C@H](O)[C@@H](CO)O2)s1	-9.1%	2.1	-4.6%	8.1%[57.1 µM]	-0.2	-17.6%	2.7%	-6.5%
COc1ccc(S(=O)(=O)N2CCCC2CNC(=O)C(=O)NC2CCCC2)cc1 (centres undefined)	-0.7%	1.5	1.0%	11.3%	-1.4	7.1%	-5.1%	-7.8%
O=C(CN1CCN(c2ccc(C(F)(F)F)cn2)CC1)Nc1ccc2c(c1)OCO2	6.2%	9.1	1.2%	0.5%	0.5	8.7%	-5.7%	-19.4%
Nc1nc(Nc2ccc(Cl)cc2)nc2ccccc12	4.8%	1.9	-15.2%	-25.9%	-0.6	-70.8%[inhibitor]	7.5%	.
CCC(C)Sc1ccc([C@@H]2[C@H]3C(=O)N(CC)C(=O)[C@H]3[C@]3(C(=O)OC)CCCCN23)cc1 (some centres undefined)	-4.2%	0.1	-10.9%	-12.0%	-0.5	-8.9%	-2.1%	?
CN(CCc1ccccn1)C(=O)c1ccc(OC(F)(F)F)cc1	-10.1%	1.4	-23.2%	6.4%[57.1 µM]	0.9	2.9%	9.0%	6.2%
CCn1cc(C(=O)NCCCOC)c2cc(OC)c(OC)cc2c1=O	-0.4%	3.2	9.7%	2.6%	0.1	-10.2%	-5.3%	3.2%
Cc1nnc(NC(=O)CSc2nccn2Cc2ccc(F)cc2)s1	-6.7%	-3.1	-11.3%	-7.0%	-2.4	-14.5%&-14.7%	-15.1%	4.9%&-16.5%
CCc1nc2ccccc2n1CC(=O)NC1CCS(=O)(=O)C1 (centres undefined)	-2.0%	5.6	-1.2%	-20.9%	1.1	3.9%	16.5%	-6.1%
COC(=O)C1=NNC2(c3ccc(Cl)cc3)C(=O)N(c3ccccc3)C(=O)C12 (centres undefined)	-9.5%	0.0	-12.7%	-35.3%[57.1 µM]	-2.1	-0.8%	-1.3%	0.3%
O=C(NCc1ccco1)c1nc2ncccn2n1	-0.8%	1.2	4.4%	14.8%	-0.1	-1.7%	0.6%	10.6%
O=C(O)c1cc(-c2ccc(/C=N/NC(=S)Nc3ccccc3)o2)ccc1Cl	?	-71.5*	?	?	-0.8	-8.1%	-3.5%	?
Cc1ccc(C)c(-c2cc(C(=O)NNC(=S)NCC(C)C)c3ccccc3n2)c1	-20.6%	-1.5	-4.6%	-8.2%	1.6	12.4%	-11.1%	9.3%
CCOC(=O)c1cc(CC)sc1NC(=O)COC	-13.3%	.	-10.9%	6.0%	-3.9	-6.9%	1.3%	22.3%
Cc1ccc(CN2CCN(Cc3cccn3-c3nccs3)CC2CCO)cc1 (centres undefined)	-14.7%	-1.9	2.9%	14.7%	3.7	8.6%	1.1%	-0.9%
Cc1cc(-c2ccc(C)c(S(=O)(=O)Nc3ccc(S(N)(=O)=O)cc3)c2)on1	3.2%	-3.4	3.4%	-8.3%	-4.0	4.5%	0.1%	20.4%
COC(=O)Cc1ccc(NC(=S)NCCSc2ccc(Cl)cc2)cc1	1.0%	12.2	-3.7%	-9.0%	-0.2	?	4.4%	17.2%
CCOC(=O)N1CCC(=NNC(=O)COc2ccc(C#N)cc2)CC1	-9.0%	-9.7	-26.2%	1.7%	-1.0	7.6%	2.5%	-9.2%
COc1ccc(-n2nc(C(=O)NCC(=O)N3CC(C)CC(C)C3)c3ccccc3c2=O)cc1 (centres undefined)	6.3%	-3.5	-5.1%	-6.2%	-0.6	5.7%	7.1%	26.7%
C#CCN(C#N)c1nc(NCC)nc(NC(C)C)n1	-3.7%	.	-1.1%	-7.0%[57.1 µM]	-0.4	-22.0%	-5.5%	18.1%
COC(=O)C1=C(N)OC2=C(C(=O)CC(C)(C)C2)C1c1cccnc1 (centres undefined)	-14.2%	-6.4	-5.1%	6.6%	-1.1	-2.6%	16.5%	-22.8%
Cc1nc(S(=O)(=O)c2ccc(Cl)cc2Cl)nc2c1CCC2	-15.1%	-10.8	0.3%	-5.5%	-0.6	-18.4%	7.9%	13.6%
CCCCCNC(=O)c1ccc2c(=O)[nH]c3c(C(=O)NCC4CCCO4)sc(=S)n3c2c1 (centres undefined)	26.7µM*	-26.5	?	?	-0.5	-9.0%	-21.7%	-9.2%
O=C(/C=C/c1ccc2c(c1)OCO2)Nc1nc2ccc(F)cc2s1	-11.3%	-6.7	-15.5%	-2.5%	0.6	-6.9%	-11.2%	-31.4%
Oc1ccc(-c2cnc3ccccc3n2)cc1	-9.0%	-17.3	-15.7%	-14.8%	-0.3	-19.5%	-7.1%	19.2%
COc1cccc(C2CC(=O)Nc3c2c(=O)[nH]c2ncnn32)c1 (centres undefined)	0.9%	4.9	-10.4%	-3.3%	0.4	-13.2%	-6.8%	-16.0%
CC(C)(C)C(=O)NC1(C(F)(F)F)NC(=O)N(Cc2ccccc2)C1=O (centres undefined)	1.2%	9.4	10.6%	-2.1%	0.6	2.5%	-6.9%	-25.7%
Cc1c(CC=C(Cl)Cl)c(=O)[nH]c2c(C)cccc12	-19.8%	-3.5	-28.7%	-29.2%[57.1 µM]	-4.2	-0.9%	16.2%	-2.7%
CCn1cc(C2=NC(C(C)C)CO2)c2ccccc21 (centres undefined)	-13.5%	2.3	-11.7%	8.8%	-1.4	0.4%	-3.7%	-18.1%
NS(=O)(=O)c1ccc(CCNC(=O)C2CCN(S(=O)(=O)c3cccc4cccnc34)CC2)cc1	-2.5%	0.8	-0.6%	-5.7%	-0.2	-6.4%	-1.1%	-17.0%
O=C(NCc1ccccc1Cl)C1CCC(=O)N(C2CC2)C1 (centres undefined)	-13.3%	-10.5	-9.9%	7.5%	-0.6	12.2%	-3.7%	18.6%
Cc1ccc(S(=O)(=O)N(C)C)cc1NC(=O)COC(=O)CCC1CCCCC1	-2.9%	3.9	-16.2%	-12.6%	-0.3	14.1%	-1.2%	50.5%
Cc1cccc(/C=N/NC(=O)c2cc(Br)ccc2O)n1	4.1%	-14.0	20.3%	-15.9%	-6.6	-10.7%	3.2%	52.0%
CCCOc1ccc(-c2cnc(N)s2)cc1	?	.	-3.7%	3.4%	-3.0	-23.4%	5.2%	10.2%
O=C(Cn1cnc2c(nc3n2CCCCC3)c1=O)Nc1cccc(C(F)(F)F)c1	2.4%	-6.5	1.9%	3.9%	2.2	-4.7%	-6.9%	31.7%&17.4%
COc1ccc(OC)c(N(CC(=O)NCCc2ccc(OC)c(OC)c2)S(=O)(=O)c2ccccc2)c1	3.5%	-6.4	-11.1%	-4.8%	2.2	1.0%	-5.4%	4.4%

Profiles, looked up by structure.
CC(C)(C)C(=O)NC1(C(F)(F)F)NC(=O)N(Cc2ccccc2)C1=O (centres undefined) reads PLK1 PBD block = 1.2%; PI5P4Ka inh = 9.4; EPAC1 antag = 10.6%; WRN helicase inh = -2.1%; IL-2 act = 0.6; Abeta rescue = 2.5%; EPAC1 agonist = -6.9%; FUS suppressor = -25.7%
O=C(/C=C/c1ccc2c(c1)OCO2)Nc1nc2ccc(F)cc2s1 reads PLK1 PBD block = -11.3%; PI5P4Ka inh = -6.7; EPAC1 antag = -15.5%; WRN helicase inh = -2.5%; IL-2 act = 0.6; Abeta rescue = -6.9%; EPAC1 agonist = -11.2%; FUS suppressor = -31.4%
